# eIF2B yeast act: eIF2B (yeast) activity modulation; S. cerevisiae eIF2B-epsilon R284H, GCN4-lacZ luminescence; inhibition, % at 25 µM (by protocol); hit rate 0.91% among 27,000; AID 688;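 active = mutant luminescence inhibited past about 50% while wild type luminescence and mutant growth stay under set limits, limit read from the data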; note: some compounds called inactive have numbers as strong as hits
#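 System: Yeast eIF2B-epsilon R284H mutant carrying GCN4–beta-galactosidase fusion | Read-out basis: Percent inhibition, luminescence and growth | Compound: 25 µM single dose | Times: 16 h at 30 °C exposure | Measured by: Luminescence and A595 | Buffer or medium: YPD medium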
# Yeast tox: Inhibits yeast growth, turbidity readout. S. cerevisiae wild-type growth, A595 turbidity, 16 h. growth inhibition, % at 25 µM (by protocol). hit rate 0.3% among 30,000;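 active = mutant and wild-type yeast strains alike exhibit over 30% growth inhibition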;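 note: 0% = untreated cell controls and 100% = YPD media blanks without cells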
#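 System: S. cerevisiae wild-type or eIF2Bepsilon-R284H mutant strain; times: 16 h growth with compound, 30 °C; signal: absorbance at 595 nm (turbidity); measure: growth inhibition (%) versus cell controls and blanks; compound: 25 µM single dose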
# Yeast tox inhibition %: also measured in Yeast tox; calls as there; growth inhibition, %; S. cerevisiae eIF2Bepsilon-R284H mutant growth, A595 turbidity, 16 h;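 each compound tested once at 25 µM; 0% equals untreated cells and 100% equals cell-free medium blanks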
# eIF2B yeast act mutant toxicity: recorded beside eIF2B yeast act, whose call it bears; growth inhibition, %; measured here: mutant yeast growth, toxicity;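 each compound tested once at 25 µM; zero equals untreated control growth and 100 equals blank medium absorbance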
# * = called active by the depositor; x = no result given. This is a subset; count on the stated rates, not on these rows.
mol	eIF2B yeast act	eIF2B yeast act mutant toxicity	Yeast tox	Yeast tox inhibition %
O=C1NNC(=O)C2C3C=CC(C4CC34)C12 (centres undefined)	19.1	17.6	28.1	17.6
COc1ccc(C2CC(=O)C3=C(C2)NC(C)=C(C#N)C3c2ccc(N(C)C)cc2)cc1 (centres undefined)	13.1	-3.9	-13.9	-3.9
Cc1cc(C)nc(NC(=O)C(C)N2C(=O)c3ccccc3C2=O)n1 (centres undefined)	23.1	-6.2	13.1	-6.2
O=S(=O)(Nc1ccc(Oc2ncccn2)c(Cl)c1)c1ccc(Cl)cc1	25.6	x	17.8	0.0
CC(C)c1cc(C(=O)Nc2cc(Cl)ccc2O)no1	17.9	8.3	8.5	8.3
c1cncc(-c2nnc(-c3cccnc3)nn2)c1	x	x	7.6	10.0
Fc1ccc(C(c2nnnn2C2CCCC2)N2CCN(Cc3ccccc3)CC2)cc1 (centres undefined)	27.2	20.0	17.6	20.0
O=C(Nc1cc(C(=O)N2CCCC2)ccc1N1CCCC1)c1ccccc1F	19.4	4.5	3.5	4.5
COc1ccc(-n2c(=O)c3c4c(sc3n3c(C)nnc23)CC(C)CC4)cc1 (centres undefined)	32.5	-10.4	-1.1	-10.4
COc1ccc(Cl)cc1NC(=O)N1CCN(CCc2ccccc2)CC1	26.1	-4.3	16.3	-4.3
COc1ccc(NC(=O)c2ccc3c(c2)C(=O)N(Cc2cccnc2)C3=O)cc1	28.5	-6.1	-27.9	-6.1
O=[N+]([O-])c1ccc2n[nH]nc2c1	13.0	15.0	20.8	15.0
O=C(NCC1CCCO1)c1ccccc1-c1nc(-c2ccccc2)no1 (centres undefined)	-13.7	9.1	2.1	9.1
Cn1ncc(C#N)c1/N=C/N1CCOCC1	36.5	-40.9	-20.0	-40.9
CCOC(=O)c1ccccc1NC(=O)COc1ccccc1	17.0	x	x	x
CC1(C)Cc2nc3oc4c(N(CCO)Cc5ccccc5)ncnc4c3cc2CO1	24.6	-4.8	-7.5	-4.8
CN1CCN(C(=O)c2ccccc2-c2nc(-c3ccc(Cl)cc3)no2)CC1	4.7	-8.7	2.7	-8.7
COc1ccccc1CNC(=O)c1cccc(N(C)C)c1	13.4	12.5	4.3	12.5
O=C(N1CCCCCC1)N1CCN(S(=O)(=O)N2CCCCC2)CC1	38.1	3.1	-2.8	3.1
O=C(NC1CC2CCCC(C1)N2C(=O)Nc1ccccc1)c1ccncc1 (centres undefined)	15.2	-9.5	-0.8	-9.5
COc1cccc2c(C)nc(Nc3nc(CSc4nnc(C)s4)cc(=O)[nH]3)nc12	-11.8	x	-58.1	0.0
Nc1cc(=O)[nH]n1C1CCN(c2ccccc2)CC1	21.7	-11.1	17.6	-11.1
COC(=O)c1[nH]c(C)c(/C(O)=C2\C(=O)C(=O)N(CCN(C)C)C2c2ccccc2OC)c1C (centres undefined)	24.9	-4.8	8.9	-4.8
O=C(NCCO)C(F)(F)C(F)(F)C(F)(F)OC(F)(C(=O)NCCO)C(F)(F)F (centres undefined)	x	x	10.0	11.6
Cc1nn(C)cc1CNC(=O)C1C2CCC(O2)C1C(=O)O (centres undefined)	15.7	-14.3	-10.9	-14.3
Cc1ccc(S(=O)(=O)Nc2ccc3c(c2)nc(CN2CCCC2)n3C)cc1	27.4	-7.5	16.6	-7.5
O=C(C1CCCCC1)N1CCC(c2nc3ccccc3[nH]2)CC1	-3.2	9.5	3.1	9.5
COc1ccc(C2C(C(=O)N3CCOCC3)CCC(=O)N2c2ccc(OC)cc2)cc1 (centres undefined)	19.7	-11.1	33.5	-11.1
CCn1cc(C(=O)NCc2ccccn2)c(=O)c2cc(F)c(N3CCN(C)CC3)cc21	8.0	8.0	20.5	8.0
CN(C(=O)NC(=O)C1=C(N2CCOCC2)/C(=C/c2ccccc2)CC1)S(C)(=O)=O	24.7	-5.2	15.7	-5.2
COc1ccccc1NC(=O)COc1ccc(CO)cc1Cl	-1.7	5.0	18.7	5.0
Cc1[nH]c(=O)[nH]c(=O)c1S(=O)(=O)N1CCN(c2cccc(Cl)c2)CC1	18.0	22.0	18.2	22.0
COc1cc([C@H]2[C@@H]3CCCC[C@]3(O)CCN2Cc2ccccc2F)ccc1O	25.3	-4.5	16.4	-4.5
CN(C)Cc1c(O)ccc2occ(C(=O)c3ccccc3)c12	11.9	x	18.6	0.0
FC(F)(F)c1nc2nncn2c2c1CCCCC2	14.5	14.3	16.0	14.3
COc1ccc(OC)c2sc(N3CCCCC3)nc12	22.2	3.5	9.2	3.5
COc1cccc2sc(Nc3nc(C)c(C(C)=O)s3)nc12	27.1	7.1	23.5	7.1
C1=CC2c3ccccc3NC(c3ccncc3)C2C1 (centres undefined)	x	x	-13.6	-41.9
Cc1ccsc1CNn1cnnc1SCc1ccc(Cl)cc1	3.2	4.2	-13.3	4.2
CC(C)=C1C2CCC1C(C(=O)NCc1ccccc1)C2C(=O)O (centres undefined)	3.5	-2.7	1.1	-2.7
Cc1c(NC(=O)CSc2nnnn2-c2ccc(O)cc2)c(=O)n(-c2ccccc2)n1C	19.8	5.1	-1.2	5.1
C=CCNC(=O)CCCC(=O)NCC=C	-58.7	-4.8	-1.9	-4.8
CCCC(=O)Nc1nc2ccc3nc(C)sc3c2s1	13.2	14.3	21.1	14.3
CCC(CC)NC(=O)c1ccccc1Oc1ccccc1	x	x	49.6	15.8
COc1cccc(NC(=O)COC(=O)c2nc3nccc(C)n3n2)c1	1.4	-5.0	-5.7	-5.0
Cc1cc(N2CCC(C(=O)N3CCN(c4cccc(C)c4C)CC3)CC2)n2ncnc2n1	16.6	-3.7	0.0	-3.7
O=C(NCCCc1ccccc1)c1ccccc1	29.0	15.0	10.4	15.0
COc1ccc(-c2csc(N(CC3CCCO3)C(=O)c3ccco3)n2)cc1 (centres undefined)	14.0	-4.5	-16.9	-4.5
CCOC(=O)C1=C(C)OC(N)=C(C(=O)OCC)C1c1cccnc1 (centres undefined)	20.9	13.8	14.4	13.8
COCCCNC(=O)c1ccc(NS(C)(=O)=O)cc1	-18.8	x	5.7	0.0

# Further entries:
mol	eIF2B yeast act	eIF2B yeast act mutant toxicity	Yeast tox	Yeast tox inhibition %
Cc1cc(Cl)ccc1OCC(=O)NCCOc1nc(N2CCCCC2)nc(N2CCOCC2)n1	x	x	4.2	-5.1
CN(C)c1nc(Oc2ccc(=O)[nH]n2)nc(N2CCCCC2)n1	x	x	22.0	-3.7
COC(=O)CCC/C=C1/SCC(NC(=O)c2ccccc2)C1=O (centres undefined)	25.8	5.6	7.7	5.6
Oc1ccc(C(c2nnnn2C2CCCC2)N2CCc3ccccc3C2)cc1 (centres undefined)	4.3	x	-9.4	0.0
Cc1cc(NS(=O)(=O)c2ccc(NC(=O)C(C)Oc3ccc(Cl)cc3)cc2)no1 (centres undefined)	-5.4	5.0	-10.4	5.0
CCC1(C)Cc2c(c(=O)n(-c3ccccc3)c3ncnc(N)c23)CO1 (centres undefined)	-5.5	3.9	16.1	3.9
Cc1csc(NC(=O)CCn2c(=O)sc3ccccc32)n1	18.3	-1.7	-8.2	-1.7
O=C(CCS(=O)(=O)c1cccc2nonc12)N1CCCc2ccccc21	7.8	14.8	2.3	14.8
CCn1cc(C(=O)NCc2cccnc2)c2cc(OC)c(OC)cc2c1=O	19.8	-14.3	5.3	-14.3
C=CCN(c1ccc(C(=O)N2CCCC2)cc1)S(C)(=O)=O	19.7	-6.9	19.5	-6.9
COC(=O)CSc1nc(C)c2ccc(OC)cc2n1	35.6	-25.9	27.2	-25.9
CC1(C)CC(=O)C(C=NCCN2CCN(C(=O)C34CC5CC(CC(C5)C3)C4)CC2)=C(O)C1	18.2	10.7	12.0	10.7
COc1ccc(C)cc1S(=O)(=O)N(CC(=O)O)c1ccc(C)cc1	2.2	4.2	-6.0	4.2
CCOC(=O)C1CCCN(C(=O)Cc2c(F)cccc2Cl)C1 (centres undefined)	-2.9	-21.7	-2.9	-21.7
Cc1cccc(NC(=S)NCc2cccs2)c1C	4.7	10.0	10.7	10.0
O=C(NC1CCCCC1)N1CCC(n2cnc3ccccc32)CC1	x	x	5.2	-18.3
CC(C)(C)N1C(=O)Cc2c1nc(N)c1c(N)nc(N3CCCCC3CO)c(C#N)c21 (centres undefined)	8.5	8.1	0.0	8.1
Cc1cc(C)c(C)c(Cn2c(CO)nc3ccccc32)c1C	25.7	-14.7	21.3	-14.7
COC(=O)c1ccc(C(=O)OCCCc2nc3ccc(N)cc3[nH]2)cc1	9.1	x	3.1	0.0
CCOC(=O)c1csc(NC(=O)c2ccc(S(=O)(=O)N(C)C)cc2)n1	3.4	-8.3	12.9	-8.3
CCN(CC)C(=O)N1c2ccccc2C=Cc2ccccc21	13.2	13.5	3.3	13.5
Cc1c(-c2ccc(F)cc2)nc(N)c(C#N)c1-c1cccs1	26.4	-42.9	-4.4	-42.9
COc1ccc(CN2CC(C(=O)NCCC3=CCCCC3)CC2=O)cc1 (centres undefined)	26.4	17.2	23.4	17.2
Cc1ccc(NC(=O)c2ccco2)c(NC(=O)c2cccs2)c1	15.9	-13.8	-3.8	-13.8
COC(=O)c1cc(-c2c(C)nn(-c3ccccc3)c2C)n[nH]1	6.4	4.3	20.3	4.3

# Full records, looked up by structure. Screens in order: eIF2B yeast act	eIF2B yeast act mutant toxicity	Yeast tox	Yeast tox inhibition %
# COC(=O)c1ccc(C(=O)OCCCc2nc3ccc(N)cc3[nH]2)cc1 reads 9.1	x	3.1	0.0
# COc1ccc(C)cc1S(=O)(=O)N(CC(=O)O)c1ccc(C)cc1 reads 2.2	4.2	-6.0	4.2

# Molecules shown so far with a thiophene ring, fused or not (five):
mol	eIF2B yeast act	eIF2B yeast act mutant toxicity	Yeast tox	Yeast tox inhibition %
COc1ccc(-n2c(=O)c3c4c(sc3n3c(C)nnc23)CC(C)CC4)cc1 (centres undefined)	32.5	-10.4	-1.1	-10.4
Cc1ccsc1CNn1cnnc1SCc1ccc(Cl)cc1	3.2	4.2	-13.3	4.2
Cc1cccc(NC(=S)NCc2cccs2)c1C	4.7	10.0	10.7	10.0
Cc1c(-c2ccc(F)cc2)nc(N)c(C#N)c1-c1cccs1	26.4	-42.9	-4.4	-42.9
Cc1ccc(NC(=O)c2ccco2)c(NC(=O)c2cccs2)c1	15.9	-13.8	-3.8	-13.8

# New compounds follow.
mol	eIF2B yeast act	eIF2B yeast act mutant toxicity	Yeast tox	Yeast tox inhibition %
C[C@H](NC(=O)OC(C)(C)C)c1nnc(SCC(=O)Nc2ccc(Br)cc2)o1	14.5	-11.1	-12.4	-11.1
O=C(NCc1ccccn1)c1cnc2sccn2c1=O	-24.9	11.7	-4.8	11.7
Cc1cccc(N2C(N)=C(C#N)C(C#N)(C#N)C2c2ccccc2)c1 (centres undefined)	x	x	11.1	-12.5
COc1ccccc1NC(=O)N1CCN(c2ccccc2F)CC1	10.2	3.5	-2.1	3.5
Cc1cc(C)c(C)c(OCC(=O)NCc2nc(-c3ccccc3)no2)c1	20.9	-19.4	10.4	-19.4
COC(=O)C(Cc1ccccc1)NC(=O)CSc1nc(N)cc(=O)[nH]1 (centres undefined)	-6.6	-22.7	20.9	-22.7
O=C(Nc1ccc(N2CCCCC2)cc1)c1ccc2c(c1)OCCO2	22.4	13.5	17.8	13.5
COc1ccc(-c2cn3ccc4ccccc4c3n2)cc1	28.0	-8.7	-11.1	-8.7
COc1cc(NC(=O)c2cc(-n3cnnc3)ccc2Cl)cc(OC)c1	-4.9	4.3	-2.9	4.3
CCCCN1C2=NCCCN2c2ccccc21	18.6	x	13.1	0.0
CCOC(=O)c1nnn(-c2nc(OC)nc(N(C)C)n2)c1-c1ccccc1	-6.9	x	-8.8	0.0
CCC(Sc1nc(=O)cc(N)n1CCc1ccccc1)C(=O)Nc1ccccc1C#N (centres undefined)	8.0	8.3	2.4	8.3
COC1=Cc2c(ccc3ccc(=O)oc23)OC1(C)C	23.6	9.3	18.6	9.3
CCOc1ccc(N=C2SC(C(=O)O)CC(=O)N2C)cc1 (centres undefined)	24.2	12.0	16.0	12.0
Cc1cccc(-n2c(SCC(=O)NC3CCCC3)nnc2-c2ccoc2C)c1	-4.7	19.2	-10.4	19.2
O=C(Oc1ccc(Br)cc1C(=S)N1CCCCC1)c1cc([N+](=O)[O-])cc([N+](=O)[O-])c1	12.3	19.4	19.8	19.4
O=C(O)CSc1nnnn1-c1ccccc1	12.4	18.9	8.1	18.9
CCOC(=O)C1CCCN(C(=O)COC(=O)C2=COCCO2)C1 (centres undefined)	22.8	8.0	4.3	8.0

# Source: PubChem (PCMD)
